Bioassay records deposited in PubChem by several laboratories.
Y pestis TopoI = Yersinia pestis topoisomerase I inhibitors, primary screen, biochemical, cleavage product accumulation, plate reader, single point; Y. pestis Topo-I cleavage product accumulation; DNA topoisomerase I (Yersinia pestis CO92); activity, % at 10 µM; 0.064% of 360,000 active; in the data active = activity above about 50%, passing the limit was not always enough; inconclusive = no clear call, values can overlap the other calls; also: inactives centre near 2
PrPC surface inh = inhibitors of human cell surface prion protein PrPC, primary screen, cell-based, TR-FRET; Major prion protein (Homo sapiens), P04156; TR-FRET read-out; inhibition, % at 13.8 µM; AID 720596, 2013; 0.43% of 370,000 active; in the data active = inhibition above about 24%; also: 0% = median of the test wells and 100% = reference compound wells
Anthrax LF inh2 = Bacillus anthracis LF protease inhibitors, primary screen, biochemical, multiplex microsphere, MLPCN library | Lethal factor (Bacillus anthracis), P15917 | multiplex microsphere protease cleavage assay | inhibition, % at 10 µM | 0.12% of 360,000 active; also: plate controls were buffer without enzyme for full effect and enzyme alone for no effect
Target sequence (P15917 whole entry, looked up): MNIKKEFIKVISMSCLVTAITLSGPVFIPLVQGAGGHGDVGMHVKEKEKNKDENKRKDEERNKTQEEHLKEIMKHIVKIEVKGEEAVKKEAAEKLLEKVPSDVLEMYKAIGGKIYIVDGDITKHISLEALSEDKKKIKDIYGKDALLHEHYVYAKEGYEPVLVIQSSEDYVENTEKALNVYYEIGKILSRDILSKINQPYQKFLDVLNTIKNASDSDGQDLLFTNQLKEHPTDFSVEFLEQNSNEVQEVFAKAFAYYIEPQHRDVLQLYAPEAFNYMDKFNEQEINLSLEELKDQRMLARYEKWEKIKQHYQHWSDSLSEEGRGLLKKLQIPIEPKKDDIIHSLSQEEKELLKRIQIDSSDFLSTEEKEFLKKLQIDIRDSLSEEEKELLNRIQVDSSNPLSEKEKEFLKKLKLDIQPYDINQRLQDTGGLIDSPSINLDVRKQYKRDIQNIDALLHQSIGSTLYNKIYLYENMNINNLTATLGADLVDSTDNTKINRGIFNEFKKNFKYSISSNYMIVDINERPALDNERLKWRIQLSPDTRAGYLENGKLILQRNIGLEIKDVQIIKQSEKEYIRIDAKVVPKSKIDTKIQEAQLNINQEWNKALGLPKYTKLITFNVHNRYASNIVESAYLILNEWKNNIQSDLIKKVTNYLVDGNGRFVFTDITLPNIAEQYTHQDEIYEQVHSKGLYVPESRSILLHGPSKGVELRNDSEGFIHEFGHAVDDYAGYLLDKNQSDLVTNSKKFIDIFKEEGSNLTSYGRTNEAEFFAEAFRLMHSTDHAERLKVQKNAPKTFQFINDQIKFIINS
TcdB inh = TcdB glycohydrolase inhibitors, primary screen, biochemical, single point, plate reader; Toxin B (Clostridioides difficile), P18177; TcdB glycohydrolase enzymatic assay; inhibition, % at 9.99 µM; 0.24% of 350,000 active; in the data active = inhibition above about 10%
3CLpro inhibitor = SARS-CoV 3CLpro protease inhibitors, primary screen, biochemical, quenched FRET. 0.14% of 290,000 active. Replicase polyprotein 1ab (Severe acute respiratory syndrome coronavirus), P0C6X7. inhibition, % at 6 µM. recombinant SARS-CoV 3CLpro, quenched FRET peptide cleavage; in the data active = inhibition above about 12%
BoNT A protease = BoNT/A light chain protease inhibitors, primary screen, biochemical, flow cytometry, MLPCN library; Botulinum neurotoxin type A light chain protease (Clostridium botulinum A str. ATCC 3502); multiplex microsphere protease substrate cleavage; inhibition, % at 10 µM; 0.17% of 360,000 active; AID 588499, 2011; also: plate controls were buffer without enzyme for full effect and enzyme alone for no effect
PfHsp40 yeast = rescue of yeast from PfHsp40 toxicity, primary screen, S. cerevisiae, ATP luminescence; 0.68% of 340,000 active; S. cerevisiae expressing PfHsp40, growth rescue; AID 504582, 2011; growth rescue, % at 12.5 µM; in the data active = growth rescue above about 28%, passing the limit was not always enough; inconclusive = no clear call, values can overlap the other calls;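 also: yeast W303a lacking pdr1 and pdr3 grown in galactose medium; growth measured after three days at 30 °C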
BH1578 lux ind = inducers of Vibrio cholerae quorum light production without autoinducers, primary screen, BH1578 luxS cqsA deficient, single point; V. cholerae BH1578 lux reporter, luminescence, 6 h; activation, % at 18.7 µM; 0.16% of 350,000 active; in the data active = activation mostly above about 9.7%, no sharp cut-off; inconclusive = no clear call, values can overlap the other calls; inactive = mostly below about 3.7%; also: not every result past the cut was called active; inactives centre near 0; reference of the scale not given here
PriA SSB inh = inhibitors of Klebsiella pneumoniae PriA binding to SSB C-terminal tail, primary screen, biochemical, AlphaScreen; AlphaScreen SSBct-PriA binding, biotinylated peptide; inhibition, % at 33 µM; AID 1272365, 2023; 0.6% of 430,000 active; in the data active = inhibition mostly above about 37%, no sharp cut-off; inactive = mostly below about 20%;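 also: plate controls were negative control peptide for no effect and reference peptide for full effect; strong numbers were not always called active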
* hit, by the source's call; i = inactive; ? = inconclusive; / = no result given; & = joins results of further samples. Rule as the data show it, unless noted: active = inhibition above about 30%; inconclusive = no clear call, values can overlap the other calls; inactive = below that.

SMILES	Y pestis TopoI	PrPC surface inh	Anthrax LF inh2	TcdB inh	3CLpro inhibitor	BoNT A protease	PfHsp40 yeast	BH1578 lux ind	PriA SSB inh
CC1CCCCC12NC(=O)N(CC(=O)Nc1ccc(OC(F)F)cc1)C2=O (stereo not given)	0.1	-6.8	1.4	6.5	/	0.6	0.0	0.6	-1.8
O=C(C[C@H]1C/C=C\CC[C@@H](Cc2ccc(F)cc2)C(=O)OC[C@H]2CCCN2C1=O)N[C@@H](CO)Cc1ccccc1	21.2	-4.7	-0.8	2.0	/	-0.1	-2.0	-0.8	/
Cn1cncc1C#Cc1c(-c2ccc(S(C)(=O)=O)cc2)sc2ccccc12	-7.9	-6.5	10.1	1.2	/	8.6	1.6	i	4.2
CC1CCN(Cc2c(C(=O)N/N=C/c3ccc(C(C)(C)C)cc3)nnn2-c2nonc2N)CC1	8.7	3.4	-2.3	0.8	0.8	-0.8	2.7	0.2	i
CC(C)C(c1nnnn1C1CCCCC1)N1CCN(C(=O)c2ccco2)CC1 (stereo not given)	1.0	-2.1	3.9	-1.1	-3.3	-0.4	0.2	-0.5	-6.1
CCN(C(=O)c1ccc(Br)cc1)c1ccccc1	4.1	3.7	2.3	0.4	3.1	-0.8	-0.6	i	-6.2
Cc1ccc(OCC(=O)Nc2ccc3c4c(cccc24)CC3)c(C)c1	0.9	1.3	-2.0	1.2	4.1	0.0	-0.8	-0.3	-0.1
NC(=O)c1nsc(C(=O)N(CC(=O)NCc2ccccc2)c2cccc(F)c2)c1N	19.3	-26.9	-0.4	0.8	3.0	-0.5	-0.8	-0.4	-3.1
C[C@@H]1CN([C@H](C)CO)C(=O)CCCn2cc(nn2)CO[C@H]1CN(C)S(=O)(=O)c1ccc2c(c1)OCCCO2	1.5	-8.0	-1.4	-0.7&0.8	/	-0.5	/	-0.4	/
Cc1ccc(C)c(C(C)NC(=O)Cc2cccs2)c1 (stereo not given)	-0.6	0.9	5.6	1.6	1.2	4.3	12.2	-0.5	-7.3
Cc1ccc(C(=O)C2CCN(C(=S)NCCCOC(C)C)CC2)cc1	7.8	6.0	-9.9	1.5	2.1	-5.5	0.4	-0.8	-2.6
NNC(=O)c1sc2nc(N3CCOCC3)c3c(c2c1N)CCCC3	-0.2	-2.3	-18.7	0.6	-2.0	0.4	/	i	-4.7
Nc1nnc(COc2cccc(C(F)(F)F)c2)s1	-2.1	0.5	-1.4	/	4.9	0.4	-0.2	i	-2.3
Cc1ccc(S(=O)(=O)NNC(=O)c2ccc3ccccc3n2)cc1	2.4	-0.4	-20.6	1.4	-1.8	2.2	0.0	-0.3	0.1
Cn1c(=O)oc2cc(S(=O)(=O)NCCC(=O)NCCc3ccc(Cl)cc3)ccc21	4.9	-1.5	-9.3	/	-10.9	1.5	0.3	-0.2	-0.9
Cc1ccc2oc(=O)c(/C=C(\O)c3cccs3)nc2c1	-3.1	1.3	-21.2	-1.5	1.4	1.6	-0.4	-0.8	5.9
CC1CCCCN1CC(O)c1c[nH]c2ccccc12 (stereo not given)	-2.7	-0.2	3.6	0.5	-1.6	-1.0	-1.8	i	8.4
CCC(NS(=O)(=O)c1ccc(C)cc1)C(=O)O (stereo not given)	-1.2	-0.9	-1.1	/	-1.9	1.4	-0.4	-2.0	-3.8
COc1ccc(CCNC(=O)Cc2cc3c(cc2[N+](=O)[O-])OCO3)cc1OC	4.6	-18.4	2.5	0.7	/	0.1	-0.1	-1.0	-1.6
CC(C)(C)NS(=O)(=O)c1ccc(CCC(=O)NCc2ccc3c(c2)OCO3)cc1	-0.6	17.1	4.9	/	-1.0	0.4	-0.3	-3.3	-8.6
COc1nc(NCCC2=CCCCC2)nc(OC)n1	4.0	8.6	-3.5	/	1.2	-1.8	-0.4	i	-7.5
NC(=O)c1cc(-c2ccncc2)nc2ccc(Cl)cc12	3.5	-8.8	-6.9	0.3	-3.0	0.2	-0.4	1.6	-8.1
Cc1ccc(CSCC(=O)Nc2c(C)n(C)n(-c3ccccc3)c2=O)cc1	0.0	3.0	-0.9	/	3.1	0.3	-1.0	-0.4	12.3
CC(=O)C1C(c2ccncc2)NC(=O)NC1(O)C(F)(F)F (stereo not given)	1.5	/	-0.8	-0.3	-2.1	0.6	-0.4	i	-9.1
CCCn1c(=O)[nH]c(=O)c2c1nc(-c1ccc(OC)c(Br)c1)n2CCOC	7.9	3.2	-4.0	1.0	0.7	0.0	0.2	-0.6	3.6
COC(=O)C(NC(=O)c1ccccc1)c1ccccc1 (stereo not given)	-8.8	0.6	0.8	/	7.0	-3.7	-2.0	i	-0.1
Cc1ccc(S(=O)(=O)N2CCCOC2CNC(=O)C(=O)NCCc2ccco2)cc1 (stereo not given)	-2.2	-0.8	-0.8	-0.6	/	-0.3	/	-0.7	/
O=C(CSc1nc(N2CCOCC2)nc(N2CCOCC2)n1)Nc1ccccc1F	-2.5	-2.4	-0.5	-0.3	-11.9	-0.4	0.6	i	-8.9
COc1cc(-c2nc3ccccn3c2/N=C/c2ccccc2)ccc1O	-2.9	-7.4	-7.3	/	1.8	-0.5	-1.2	i	/
CCCCc1cc(=O)oc2c(C)c(OCC(=O)NCCN3CCOCC3)ccc12	10.4	-3.3	?	0.4	1.1	?	2.5	i	5.0
CCOCCCNC(=O)CN1CCN(c2ccc(F)cc2)CC1	-4.7	3.8	2.6	0.1	-0.2	0.7	-0.3	i	-7.9
CC1CCN(C(=O)Cn2cc(C(=O)C3CC3)c3ccccc32)CC1	4.0	2.6	-0.2	/	1.5	-0.4	-0.2	13.3	-4.1
O=[N+]([O-])c1ccc(S(=O)(=O)NCC2COc3ccccc3O2)cc1 (stereo not given)	-8.5	-3.3	-3.0	1.9	0.0	-1.7	?	-0.4	2.2
Cn1cccc1C(=O)NS(=O)(=O)c1ccccc1Cl	2.5	-3.9	-7.0	/	-0.8	?	86.0*	-0.5	-2.3
Cc1cc(C)c(C#N)c(SCC(=O)N(C)C2CCCCC2)n1	18.1	-0.7	-12.9	/	2.9	-0.5	0.2	0.0	0.2
COc1ccc(C(=O)NCC(C)(c2ccccc2)c2ccccc2)cc1S(=O)(=O)N1CCOCC1	-1.9	-5.4	-8.2	-8.6	/	0.3	-0.7	-0.7	4.0
COC(=O)[C@H](Cc1ccccc1)NC(=O)Nc1ccc(C)cc1	3.5	13.1	-7.7	/	0.8	-0.8	0.1	-4.8	-6.1
COc1ccc(OC)c(-n2c(-c3cccc(C)c3)n[nH]c2=S)c1	2.0	1.7	0.1	2.7	0.8	0.1	-1.0	-0.2	-1.3
Cc1csc(/C(=N/OC(=O)c2ccco2)C(N)=O)n1	-4.9	7.6	3.7	-3.0	5.4	0.2	-1.2	-0.2	/
CC(c1ccccc1)C1C(C#N)=C(N)OC2=C1C(=O)CCC2 (stereo not given)	-0.4	-0.2	0.1	/	-5.8	-0.2	0.3	-3.6	-9.5
Cc1nc(-c2ccccc2)nc2[nH]c(C(C)C)cc(=O)c12	7.9	2.3	-2.7	/	2.4	-1.3	-1.2	-0.3	-8.4
COc1ccc(-c2ccc(C(=O)NC3CCCCC3)c3occc23)c(C)c1	22.7	7.1	-3.5	0.7	/	-0.1	/	0.0	/
O=C(O)CCCn1cc(NC(=O)c2cc(F)c(F)cc2Cl)cn1	5.1	6.5	6.6	-0.2	0.6	1.1	-2.1	i	-16.4
O=C(CSc1nc2ccc([N+](=O)[O-])cc2[nH]1)NCCc1ccccc1	-10.3	/	-2.1	1.1	2.5	6.1	-1.0	-3.0	6.0
CCOC(=O)N1CCC(NC(=O)c2ccc(OC)c(CN3CC(=O)N4CCCC4C3=O)c2)CC1 (stereo not given)	3.6	-5.4	7.3	/	1.5	3.2	-0.3	-0.5	-19.3
COc1cccc(CNC(=O)CCCn2nc(C)c3c(C)n(-c4ccccc4)nc3c2=O)c1	-7.8	5.6	-1.1	-0.6	4.6	-0.4	-0.7	0.0	4.7
O=C(CN1CCCCCC1)Nc1ccc([N+](=O)[O-])cc1Br	5.6	-4.4	0.5	0.8	2.0	1.0	-0.7	-0.2	18.2
N#C/C(=C/c1ccccc1[N+](=O)[O-])c1nc(C2CC2)cs1	-5.9	-8.6	0.2	0.0	1.8	1.0	-0.2	-0.3	28.4

Entries listed so far containing a cyano group, in the order listed:
SMILES	Y pestis TopoI	PrPC surface inh	Anthrax LF inh2	TcdB inh	3CLpro inhibitor	BoNT A protease	PfHsp40 yeast	BH1578 lux ind	PriA SSB inh
Cc1cc(C)c(C#N)c(SCC(=O)N(C)C2CCCCC2)n1	18.1	-0.7	-12.9	/	2.9	-0.5	0.2	0.0	0.2
CC(c1ccccc1)C1C(C#N)=C(N)OC2=C1C(=O)CCC2 (stereo not given)	-0.4	-0.2	0.1	/	-5.8	-0.2	0.3	-3.6	-9.5
N#C/C(=C/c1ccccc1[N+](=O)[O-])c1nc(C2CC2)cs1	-5.9	-8.6	0.2	0.0	1.8	1.0	-0.2	-0.3	28.4

One compound at a time (already shown). Screens in order: Y pestis TopoI | PrPC surface inh | Anthrax LF inh2 | TcdB inh | 3CLpro inhibitor | BoNT A protease | PfHsp40 yeast | BH1578 lux ind | PriA SSB inh
`N#C/C(=C/c1ccccc1[N+](=O)[O-])c1nc(C2CC2)cs1` as listed: -5.9 | -8.6 | 0.2 | 0.0 | 1.8 | 1.0 | -0.2 | -0.3 | 28.4
`CC(c1ccccc1)C1C(C#N)=C(N)OC2=C1C(=O)CCC2` (stereo not given) as listed: -0.4 | -0.2 | 0.1 | / | -5.8 | -0.2 | 0.3 | -3.6 | -9.5
`Cc1csc(/C(=N/OC(=O)c2ccco2)C(N)=O)n1` as listed: -4.9 | 7.6 | 3.7 | -3.0 | 5.4 | 0.2 | -1.2 | -0.2 | /
`Cc1nc(-c2ccccc2)nc2[nH]c(C(C)C)cc(=O)c12` as listed: 7.9 | 2.3 | -2.7 | / | 2.4 | -1.3 | -1.2 | -0.3 | -8.4

The main list resumes, repeating the two entries before the break.
SMILES	Y pestis TopoI	PrPC surface inh	Anthrax LF inh2	TcdB inh	3CLpro inhibitor	BoNT A protease	PfHsp40 yeast	BH1578 lux ind	PriA SSB inh
O=C(CN1CCCCCC1)Nc1ccc([N+](=O)[O-])cc1Br	5.6	-4.4	0.5	0.8	2.0	1.0	-0.7	-0.2	18.2
N#C/C(=C/c1ccccc1[N+](=O)[O-])c1nc(C2CC2)cs1	-5.9	-8.6	0.2	0.0	1.8	1.0	-0.2	-0.3	28.4
Cc1ccc(/C=N/NC(=O)c2nnn(-c3nonc3N)c2CSc2ccccc2)o1	7.2	-1.0	-0.4	1.1	2.9	-2.0	-0.3	-2.1	/
CCC(C)CCN1C(Nc2ccccc2)=NC[C@@H]1CC(C)C (stereo not given in full)	11.0	-4.7	-4.0	0.3	2.7	-0.7	15.8	i	5.0
CCN(C(=O)COC(=O)c1cccn1C)C1CCS(=O)(=O)C1 (stereo not given)	0.2	2.0	1.4	0.3	-1.2	0.9	-0.3	-0.5	-6.0
Cc1nnc(-c2cnn(-c3ccccc3)c2N)n1Cc1cccc(C(F)(F)F)c1	0.1	4.3	0.8	/	3.7	-0.3	-1.7	-0.6	-5.2
COC(=O)c1ccc2nc(C3CCCCC3)c(Cc3cccc(F)c3)n2c1	/	-7.9	7.8	0.7	/	-0.9	/	/	/
CC(C)(C)NC(=O)C(c1ccncc1)N(C(=O)Cn1nnc(-c2ccc(F)cc2)n1)c1ccccc1 (stereo not given)	4.2	4.8	0.7	0.7	-3.2	-1.4	-0.4	i	3.4

Not all compounds are listed, so the mix of outcomes need not match the whole.
